Bioassay records: PubChem BioAssay, several laboratories
Runt-CBFb FRET: inhibitors of RUNX1 Runt–CBFb binding, primary screen, biochemical, FRET, Cerulean-Runt, Venus-CBFb, uHTS; Runt-related transcription factor 1 (Homo sapiens) + Core-binding factor subunit beta …; Cerulean-Runt/Venus-CBFb FRET ratio 530/480, 1 h; inhibition, % at 20 µM; 220,000 tested, 0.46% active;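 active means inhibition over about 50% at 20 µM in the single-dose screen, limit read from the data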;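 further: 0% = DMSO wells and 100% = excess unlabeled CBFb competitor control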
Target sequence (Q01196 whole entry, looked up): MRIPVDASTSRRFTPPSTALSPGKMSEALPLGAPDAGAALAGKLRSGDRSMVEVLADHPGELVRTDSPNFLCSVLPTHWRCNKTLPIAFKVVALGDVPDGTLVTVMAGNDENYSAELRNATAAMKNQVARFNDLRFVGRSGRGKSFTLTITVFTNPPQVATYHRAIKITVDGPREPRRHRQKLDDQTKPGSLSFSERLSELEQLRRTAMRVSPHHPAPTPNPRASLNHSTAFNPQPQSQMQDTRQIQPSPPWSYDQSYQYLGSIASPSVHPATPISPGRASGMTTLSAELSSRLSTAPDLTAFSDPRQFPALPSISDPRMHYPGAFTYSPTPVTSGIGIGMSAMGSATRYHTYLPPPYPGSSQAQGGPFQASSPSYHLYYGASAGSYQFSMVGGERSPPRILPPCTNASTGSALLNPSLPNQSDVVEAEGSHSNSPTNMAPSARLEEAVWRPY
Target sequence (Q13951 whole entry, looked up): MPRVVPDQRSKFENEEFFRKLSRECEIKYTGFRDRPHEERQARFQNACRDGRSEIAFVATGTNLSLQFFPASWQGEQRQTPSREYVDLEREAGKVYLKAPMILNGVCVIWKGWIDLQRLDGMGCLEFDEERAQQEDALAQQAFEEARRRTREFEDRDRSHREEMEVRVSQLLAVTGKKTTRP
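test system = Cerulean-Runt domain fusion protein, energy donor | probe or stimulus = Venus-CBFb binding partner, 100 nM | incubation = two 1 h room-temperature incubations shielded from light | detection = fluorescence energy transfer, 422 nm excitation, 530/480 nm emission | measure = loss of energy transfer signal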
S1P4 agonist: S1P4 receptor agonists, primary screen, cell-based | AID 1509, 2009 | S1P4-expressing cell line, agonist reporter assay | 220,000 tested, 0.35% active | activation, % at 4.98 µM | Sphingosine 1-phosphate receptor 4 (Homo sapiens), O95977; in the data active means activation above about 11%;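 further: 0% = DMSO vehicle and 100% = reference agonist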
Target sequence (O95977 whole entry, looked up): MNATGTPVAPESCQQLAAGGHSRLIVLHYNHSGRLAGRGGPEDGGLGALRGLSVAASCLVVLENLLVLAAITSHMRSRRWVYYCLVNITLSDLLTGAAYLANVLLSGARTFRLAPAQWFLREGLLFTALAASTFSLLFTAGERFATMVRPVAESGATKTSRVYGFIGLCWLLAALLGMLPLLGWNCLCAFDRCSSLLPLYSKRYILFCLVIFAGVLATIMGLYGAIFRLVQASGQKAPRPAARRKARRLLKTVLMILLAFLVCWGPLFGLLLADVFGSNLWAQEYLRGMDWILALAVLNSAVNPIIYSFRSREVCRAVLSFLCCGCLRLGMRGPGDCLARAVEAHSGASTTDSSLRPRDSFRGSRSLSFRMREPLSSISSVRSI
NPY1 pot ag: NPY-Y1 receptor potentiators or agonists, primary screen, cell-based. activation, % at 3.6 µM. NPY-Y1 expressing cells, potentiator/agonist activation. Neuropeptide Y receptor type 1 (Homo sapiens), P25929. 220,000 tested, 0.37% active; in the data active means activation above about 33%, passing the limit was not always enough;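 further: cells stimulated with NPY at EC10 then isoproterenol at EC100; 0% = low agonist plus stimulus and 100% = saturating agonist plus stimulus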
BaF3 parental: parental Ba/F3 cell viability inhibition, counter-screen for JAK2V617F inhibitor project, murine pro-B, CellTiter-Glo luminescence | CellTiter-Glo ATP luminescence | inhibition, % at 5.6 µM | 220,000 tested, 1.1% active;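 active means inhibition above a per-campaign cutoff, the mean inhibition of all tested compounds plus 3 SD, cut at about 27% in these data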;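 further: 0% = DMSO wells and 100% = JAK Inhibitor I control wells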
RBBP9 inh: human RBBP9 inhibitors, primary screen, biochemical, fluorescence polarization, FP-Rh probe, HTS | 220,000 tested, 0.2% active | recombinant RBBP9 | Serine hydrolase RBBP9 (Homo sapiens), O75884 | inhibition, % at 7.94 µM | AID 1515, 2009;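 active means inhibition above the campaign mean of all tested compounds plus 3 SD, cut at about 14% in these data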;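 further: plate controls were DMSO wells with RBBP9 for no effect and wells lacking RBBP9 protein for full effect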
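Assay system: recombinant human RBBP9; Reagent: Serine-hydrolase probe FP-Rh, 375 nM pre-mixing; Doses: 7.94 µM single dose, 0.794% DMSO; Incubation: 30 min then 45 min, 25 °C; Detection: fluorescence polarization (mP), excitation 525 nm, emission 598 nm; Evaluation: percent inhibition from mP, scaled between DMSO and no-protein wells.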
NPY-Y1 antag: NPY-Y1 receptor antagonists, primary screen, cell-based | AID 1040, 2008 | Neuropeptide Y receptor type 1 (Homo sapiens), P25929 | HEK293-CNG Y1 cells, membrane potential fluorescence; NPY at EC95, then isoproterenol | inhibition, % at 3.6 µM | 200,000 tested, 1% active;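 active means inhibition above the campaign mean inhibition of all tested compounds plus 3 SD, cut at about 20% in these data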;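 further: 0% = DMSO wells given NPY plus isoproterenol and 100% = isoproterenol alone without NPY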
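Test system: HEK293 cells co-expressing NPY Y1 receptor and cyclic-nucleotide gated channel; Also added: NPY (25 nM), isoproterenol (1 µM), Ro 20-1724 (25 µM); Compound dosing: one concentration, 3.6 µM, in 0.4% DMSO; Timing: dye 3 h, compound 60 min room temperature, stimulation 45 min; Technique: Membrane-potential fluorescent dye readout.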
Ba/F3 V617F tox: reduced viability of JAK2V617F-dependent Ba/F3 cells, primary screen, JAK2V617F inhibitor project, cell-based, Ba/F3 EpoR-JAK2V617F, luminescence | 220,000 tested, 1.1% active | ATP luminescence | inhibition, % at 5.6 µM | AID 1446, 2008;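 active means inhibition above the campaign mean plus 3 SD over all tested compounds, cut at about 24% in these data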;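 further: cytokine-independent growth of Ba/F3 cells driven by EpoR plus mutant JAK2; 0% = DMSO-treated cells and 100% = JAK inhibitor I control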
S1P4 antag: S1P4 receptor antagonists, primary screen, cell-based | Sphingosine 1-phosphate receptor 4 (Homo sapiens), O95977 | inhibition, % at 4.98 µM | S1P4-expressing cells, antagonist mode, reporter read-out | AID 1510, 2009 | 220,000 tested, 0.26% active; in the data active means inhibition above about 29%;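 further: 0% = wells stimulated with agonist and 100% = vehicle wells without agonist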
NPY2 pot ag: NPY-Y2 potentiators or agonists, primary screen, cell-based | cells expressing NPY-Y2, potentiator/agonist read-out | activation, % at 3.6 µM | 220,000 tested, 0.45% active | AID 1359, 2008; in the data active means activation above about 27%;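 further: cells stimulated with NPY near EC25 plus isoproterenol at EC100; 0% = vehicle plus submaximal agonist and 100% = vehicle plus saturating agonist; some results beyond the cut were filed as inactive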
* hit, by the source's call; / = no result given.

SMILES	Runt-CBFb FRET	S1P4 agonist	NPY1 pot ag	BaF3 parental	RBBP9 inh	NPY-Y1 antag	Ba/F3 V617F tox	S1P4 antag	NPY2 pot ag
CS(=O)(=O)Nc1ccc(C(=O)NCc2ccco2)cc1	8	-0.2	12	3	-6	1	-1	-9	-7
O=C1C2CCCN2C(c2ccccc2)N1c1ccc(F)cc1 (configuration not stated)	1	-2.6	-2	4	-5	4	-3	-18	-3
COc1ccc([N+](=O)[O-])cc1NC(=O)COC(=O)/C=C/c1ccco1	3	-0.8	-54	7	-5	3	-1	-1	12
COc1cc(NC(=O)CN2C(=O)NC(C)(c3ccccc3)C2=O)c(C)cc1[N+](=O)[O-] (configuration not stated)	1	2.5	1	5	4	-4	-1	-10	11
CCN1CCCC1CNC(=O)Cn1ncc2c(=O)oc3ccc(C)cc3c21 (configuration not stated)	0	0.4	-4	2	9	7	-1	-7	-4
COc1ccc(Oc2coc3c(CN4CCOCC4)c(O)ccc3c2=O)cc1	-2	1.0	-14	8	-5	3	6	0	-4
Fc1ccc(Nc2nnc(C(F)(F)F)s2)cc1Cl	-1	2.6	12	-1	-4	/	0	6	23
COC(=O)[C@H](C)NC(=O)Nc1ccc(S(N)(=O)=O)cc1	-2	0.3	20	2	-12	8	-2	-5	13
CCc1ccccc1NC(=S)NCCSc1ccc(Cl)cc1	-4	-0.5	-9	2	-5	0	-4	-7	-8
Nc1c(C(=O)N2CCCCC2)sc(=S)n1-c1ccccc1	42	0.7	-4	7	-10	-6	2	-29	-12
CS(=O)(=O)N(CC(=O)Nc1c(F)cccc1F)c1cccc([N+](=O)[O-])c1	-2	-2.1	17	0	5	-3	-5	1	9
N#CCC(=O)N1CCN(C=O)CC1	2	1.9	1	8	2	2	-3	-9	-3
Nc1nc(CN2CCN(c3ccccn3)CC2)nc(Nc2ccc(Cl)cc2)n1	-3	1.3	-1	4	-6	-3	0	-30	6
COCCNC(=O)c1ccc(-n2c(SCc3cc(F)ccc3F)nc3ccccc3c2=O)cc1	-3	2.4	-3	10	-1	5	3	-28	2
CCc1ccc(NC(=S)Nc2ccc3cn[nH]c3c2)cc1	3	-0.5	-3	3	-8	0	-1	-5	-8
O=C(Oc1ccccc1)c1ccc(NC(=O)c2ccco2)cc1	6	-0.1	-8	1	-8	4	0	-10	12
Cc1oc(C(=O)O)cc1CSc1nnc(-c2ccccc2)n1C	-2	-1.3	0	6	-1	0	-2	-4	-2
Cc1ccc(NC(=O)CSc2ccc(-c3ccco3)nn2)cc1	29	0.7	8	4	-5	-3	0	-1	2
CC1Cc2ccccc2N1CC(=O)NC(c1ccccc1)c1ccccc1 (configuration not stated)	-2	-0.7	-3	7	-5	7	3	-18	6
C=C(C)CSc1cc(C)c(C#N)c2nc3ccccc3n12	12	-1.2	-12	3	4	19	-2	-6	-14
Cc1ccc(C)c(NS(=O)(=O)c2cc(Br)cnc2N)c1	-3	-1.8	10	0	1	-14	4	4	13
CCOC(=O)C1=C(C)N=C2c3ccccc3C(=O)C2C1c1ccc(Br)cc1 (configuration not stated)	-4	1.4	-27	2	3	-7	-1	-18	8
O=C(O)c1ccccc1C(=O)Nc1ccc(Oc2cccc3ccccc23)cc1	-1	-0.5	21	10	-6	-3	8	-12	6
CC(=O)Nc1ccc(NC(=O)CCCSc2nc3ccccc3s2)cc1	-3	0.0	-5	5	-8	4	2	-3	8
COc1ccc(C(=O)N2CCN(c3ccc([N+](=O)[O-])c(NCCc4ccc(OC)c(OC)c4)c3)CC2)cc1	-7	-2.7	-27	12	-3	5	6	-9	2
COc1cccc(N(CC(=O)N/N=C(\C)c2cccs2)S(C)(=O)=O)c1	1	-0.5	-5	4	-8	-2	-3	-15	9
CCOc1ccc2nc(-c3cc(NC(C)=O)ccc3O)sc2c1	-8	0.3	-15	5	-3	2	0	-5	-17
O=C(CN1C(=O)NC2(CCCC2)C1=O)Nc1cccc(-c2nnc3n2CCCCC3)c1	2	0.4	7	3	-2	5	-3	-15	3
Fc1cc(F)c2nc(Nc3nc4c(F)cccc4s3)sc2c1	0	1.8	5	10	-18	-4	4	-9	11
COc1ccccc1OCc1ccc(C(=O)Nc2ccccc2F)cc1	3	-0.9	-18	7	-3	5	0	-13	9
O=C(Nc1ccncc1)c1cc(F)cc(F)c1	-4	0.3	27	2	-5	-4	-2	-3	12
COc1ccccc1Nc1ccc(N)cc1	3	13*	13	3	-1	0	-1	-13	17
COc1cc(C)c(Cl)cc1S(=O)(=O)N1CCCC1	-2	-0.1	18	4	4	0	3	15	11
Cc1cc(C)nc(N/N=C/c2c(C)oc3ccccc23)n1	2	1.9	5	1	4	1	-3	1	-1
Cc1ccc2c(c1)c1c3n2CCCNC3CCC1 (configuration not stated)	0	0.5	-6	2	-2	6	2	18	-10
COC(=O)CSc1nc(-c2cccs2)ccc1C#N	0	1.0	-2	3	-4	0	-3	-6	2
Cc1ccc(S(=O)(=O)NNC(=O)c2cnn(-c3ccccc3)c2C(F)(F)F)cc1	1	0.6	2	0	-9	/	2	-13	10
Oc1ccc(N=Cc2cc(Br)c(N3CCOCC3)o2)cc1	2	-0.5	18	5	1	3	1	-7	-2
CCC(Sc1nc(N)c(NC(=O)c2ccc(OC)c(OC)c2)c(=O)[nH]1)C(=O)OC (configuration not stated)	1	0.0	-15	5	-2	5	1	-7	-1
O=C1Nc2ccccc2SC(c2ccccc2)C1O (configuration not stated)	1	2.4	-11	6	-9	1	-3	12	-6

Profiles as entered above:
Listed for O=C1Nc2ccccc2SC(c2ccccc2)C1O (configuration not stated) : Runt-CBFb FRET: 1; S1P4 agonist: 2.4; NPY1 pot ag: -11; BaF3 parental: 6; RBBP9 inh: -9; NPY-Y1 antag: 1; Ba/F3 V617F tox: -3; S1P4 antag: 12; NPY2 pot ag: -6
Listed for Cc1ccc2c(c1)c1c3n2CCCNC3CCC1 (configuration not stated) : Runt-CBFb FRET: 0; S1P4 agonist: 0.5; NPY1 pot ag: -6; BaF3 parental: 2; RBBP9 inh: -2; NPY-Y1 antag: 6; Ba/F3 V617F tox: 2; S1P4 antag: 18; NPY2 pot ag: -10
Listed for COC(=O)CSc1nc(-c2cccs2)ccc1C#N : Runt-CBFb FRET: 0; S1P4 agonist: 1.0; NPY1 pot ag: -2; BaF3 parental: 3; RBBP9 inh: -4; NPY-Y1 antag: 0; Ba/F3 V617F tox: -3; S1P4 antag: -6; NPY2 pot ag: 2

Next part.
SMILES	Runt-CBFb FRET	S1P4 agonist	NPY1 pot ag	BaF3 parental	RBBP9 inh	NPY-Y1 antag	Ba/F3 V617F tox	S1P4 antag	NPY2 pot ag
CC1=C(C(=O)Nc2ccccc2)C(c2ccc(N(C)C)cc2)NC(=O)N1 (configuration not stated)	5	1.9	18	-1	5	4	-6	-19	5
COc1ccc2c(C)cc(Sc3nnnn3-c3ccccc3)nc2c1	0	5.4	2	8	2	0	2	-9	6
COC(=O)[C@H](CC(C)C)NC(=O)Nc1ccccc1F	3	0.0	-7	-2	-7	/	-1	6	-15
Cn1c(=O)[nH]c(=O)c2c1nc1n2CCCN1Cc1ccccc1	-3	0.1	8	1	-6	/	2	-10	-8
CCc1nc2sccc2c(=O)[nH]1	-1	-1.9	13	10	-4	-6	4	-6	-21
O=C(Cc1ccc(Cl)cc1)Nc1ccc2oc(-c3ccncc3)nc2c1	0	-1.4	0	3	-6	1	-1	-6	-1
Cc1cccc(OCC(=O)NNC(=O)c2cc3ccccc3oc2=O)c1	3	-0.3	-2	1	6	4	-2	13	-7
O=C(Nc1ccc(Cl)cc1)c1ccncc1	-1	1.6	13	3	-8	-1	-4	-1	-2
CCOC(=O)N1CCC(NC(=O)c2ccc(Cl)cc2)CC1	1	0.7	-5	-5	-7	/	-4	18	7
CCN(Cc1cc2cc(OC)ccc2[nH]c1=O)C(=O)Cc1ccc(OC)cc1	3	0.8	1	6	-1	-2	3	-1	5
COc1ccc(N2CCN(C(=O)CCNC(=O)Cn3ccc4ccccc4c3=O)CC2)cc1	0	5.0	-1	1	-5	5	4	-6	4
CCOC(=O)C(C)Sc1nnc(NC(=O)c2cccc([N+](=O)[O-])c2C)s1 (configuration not stated)	-2	1.2	28	2	-2	0	2	-11	6
CC(C)NS(=O)(=O)c1ccc(CCC(=O)NCc2ccc3c(c2)OCO3)cc1	2	0.5	6	5	3	5	-2	-25	-1
O=S(=O)(c1ccc(-c2ccon2)s1)N1CCN(c2ccncc2)CC1	4	-1.9	5	1	-4	/	3	23	-19
C=CCn1nc(-c2ccccc2)c2c(C)onc2c1=O	1	-0.1	-13	0	2	-2	0	6	-5
CCCOC1CCCN(C(=O)c2cc(Cl)c(Cl)cc2C(=O)O)C1 (configuration not stated)	-3	1.4	-22	2	-7	8	0	-10	-2
Cn1c(SCC(=O)N2CCOCC2)nnc1-c1cnccn1	-1	0.7	7	-2	0	-3	-6	-11	-5
CCN(CC)C(=O)CSC1=C(C#N)C(c2ccco2)C(C(=O)OCCOC)=C(C)N1 (configuration not stated)	-4	-0.7	-3	2	0	6	-2	4	18
Cc1cc(=O)n2[nH]c(SCc3ccccc3)nc2n1	2	0.5	-23	4	1	7	-2	-15	4
FC(F)(F)c1cc(-c2cccs2)nc2cc(-c3cccs3)nn12	-5	-0.7	-25	-2	-6	/	2	4	-17

Sorted by number of heavy atoms (ascending): 3 of the compounds above
SMILES	Runt-CBFb FRET	S1P4 agonist	NPY1 pot ag	BaF3 parental	RBBP9 inh	NPY-Y1 antag	Ba/F3 V617F tox	S1P4 antag	NPY2 pot ag
FC(F)(F)c1cc(-c2cccs2)nc2cc(-c3cccs3)nn12	-5	-0.7	-25	-2	-6	/	2	4	-17
CCOC(=O)C(C)Sc1nnc(NC(=O)c2cccc([N+](=O)[O-])c2C)s1 (configuration not stated)	-2	1.2	28	2	-2	0	2	-11	6
CCN(CC)C(=O)CSC1=C(C#N)C(c2ccco2)C(C(=O)OCCOC)=C(C)N1 (configuration not stated)	-4	-0.7	-3	2	0	6	-2	4	18
